zfTRPN1 agonist – zebrafish TRPN1 channel agonists, primary screen, cell-based, HEK293, calcium fluorescence; HEK293 zebrafish TRPN1-YFP, Fluo-8 calcium fluorescence; 100% = response to 87 µM carbachol; activation, % at 3 µM; 220,000 compounds, 0.18% hits;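 active means activation above its plate's cutoff, the mean activation of test wells on that plate plus 3 SD, cut at about 19% in these data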;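 further: 0% = DMSO alone and 100% = 87 µM carbachol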
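Material: zebrafish TRPN1-YFP in HEK293 cells. Doses: one dose of 3 µM, 0.3% DMSO. Incubation: dye 1 h 37 °C plus 30 min RT. Measured by: intracellular calcium fluorescence with Fluo-8.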
EP2 modulator – EP2 receptor modulators, cAMP readout, primary screen, cell-based, HTRF cAMP, PGE2 stimulation. Prostaglandin E2 receptor EP2 subtype (Homo sapiens), P43116. EP2-expressing cells, cAMP HTRF FRET, PGE2 co-stimulation. induction, % at 25 µM. 260,000 compounds, 0.83% hits;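 active means compounds whose cAMP rise, as percent of the full-agonist control response, exceeds 60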;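 further: rat C6 glioma line stably carrying human EP2 under a CMV promoter; the protocol text gives 20 µM as final concentration; 100% = response of wells given 1 µM PGE2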
Target sequence (P43116 whole entry, looked up): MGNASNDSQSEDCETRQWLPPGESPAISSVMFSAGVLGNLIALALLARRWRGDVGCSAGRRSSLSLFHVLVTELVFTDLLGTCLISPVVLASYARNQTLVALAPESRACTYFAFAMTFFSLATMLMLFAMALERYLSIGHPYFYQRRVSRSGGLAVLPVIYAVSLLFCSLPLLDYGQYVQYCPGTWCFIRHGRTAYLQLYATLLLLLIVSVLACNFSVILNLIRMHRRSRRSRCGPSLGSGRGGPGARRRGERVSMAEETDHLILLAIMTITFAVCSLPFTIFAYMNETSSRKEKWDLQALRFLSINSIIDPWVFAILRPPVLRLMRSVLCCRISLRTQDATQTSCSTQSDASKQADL
NPY-Y1 antag – NPY-Y1 receptor antagonists, primary screen, cell-based | Neuropeptide Y receptor type 1 (Homo sapiens), P25929 | HEK293-CNG Y1 cells, membrane potential fluorescence; NPY at EC95, then isoproterenol | inhibition, % at 3.6 µM | 200,000 compounds, 1% hits | AID 1040, 2008;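 active means inhibition above the campaign mean inhibition of all tested compounds plus 3 SD, cut at about 20% in these data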;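 further: 0% = DMSO wells given NPY plus isoproterenol and 100% = isoproterenol alone without NPY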
Target sequence (P25929 whole entry, looked up): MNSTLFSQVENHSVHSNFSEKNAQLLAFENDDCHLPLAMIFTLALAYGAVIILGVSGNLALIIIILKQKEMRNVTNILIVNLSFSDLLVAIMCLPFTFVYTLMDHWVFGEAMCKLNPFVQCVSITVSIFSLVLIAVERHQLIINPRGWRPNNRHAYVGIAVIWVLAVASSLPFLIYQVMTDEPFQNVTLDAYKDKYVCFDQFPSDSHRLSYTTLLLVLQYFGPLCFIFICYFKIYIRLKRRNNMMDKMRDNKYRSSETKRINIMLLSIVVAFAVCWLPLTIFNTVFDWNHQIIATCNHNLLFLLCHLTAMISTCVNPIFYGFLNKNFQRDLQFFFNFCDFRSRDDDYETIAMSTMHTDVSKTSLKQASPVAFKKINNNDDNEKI
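Material: HEK293 cells co-expressing NPY Y1 receptor and cyclic-nucleotide gated channel. Timing: compound incubation 1 h at room temperature, readout 45 min post-stimulation. Signal: fluorescence, membrane potential probe.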
CHOP inh – inhibitors of CHOP promoter induction, primary screen, cell-based, unfolded protein response, luciferase reporter. CHO-K1 CHOP-promoter luciferase, tunicamycin-induced, 15-18 h. 220,000 compounds, 3.8% hits. inhibition, % at 10 µM;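 active means compounds that reduced the stress-induced luciferase reporter signal by more than about 70% of percent inhibition, limit read from the data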;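 further: 0% = tunicamycin plus vehicle and 100% = wells without tunicamycin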
S1P4 agonist – S1P4 receptor agonists, primary screen, cell-based. Sphingosine 1-phosphate receptor 4 (Homo sapiens), O95977. S1P4-expressing cell line, agonist reporter assay. activation, % at 4.98 µM. 220,000 compounds, 0.35% hits; in the data active means activation above about 11%;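 further: 0% = DMSO vehicle and 100% = reference agonist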
TRPML3 ag – human TRPML3 channel agonists, primary screen, cell-based, HEK293 TRPML3-YFP, Fluo-8 calcium fluorescence, 3 µM | 100% = the carbachol control signal | Mucolipin-3 (Homo sapiens), Q8TDD5 | activation, % at 3 µM | 220,000 compounds, 0.29% hits;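 active means activation above its plate's cutoff, the mean activation of the plate's test wells plus 3 SD, cut at about 12% in these data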;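 further: 0% = DMSO only wells and 100% = carbachol wells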
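Test system: TRPML3-YFP stable HEK293 cells. Doses: single point at 3 µM. Incubation: dye loading 1 h 37 °C then 30 min ambient, 125 s read. Signal: Fluo-8 calcium dye fluorescence, ex 470-495, em 515-575 nm. Measure: percent activation from peak-to-basal fluorescence ratio, scaled between DMSO and carbachol.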
S1P4 antagonist – S1P4 receptor antagonists, primary screen, cell-based; 220,000 compounds, 0.26% hits; inhibition, % at 4.98 µM; S1P4-expressing cells, antagonist mode, reporter read-out; Sphingosine 1-phosphate receptor 4 (Homo sapiens), O95977; in the data active means inhibition above about 29%;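 further: 0% = wells stimulated with agonist and 100% = vehicle wells without agonist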
NPY-Y2 PAM-ag – NPY-Y2 potentiators or agonists, primary screen, cell-based | 220,000 compounds, 0.45% hits | cells expressing NPY-Y2, potentiator/agonist read-out | activation, % at 3.6 µM; in the data active means activation above about 27%;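 further: cells stimulated with NPY near EC25 plus isoproterenol at EC100; 0% = vehicle plus submaximal agonist and 100% = vehicle plus saturating agonist; some results beyond the cut were filed as inactive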
NPY1 pot ag – NPY-Y1 receptor potentiators or agonists, primary screen, cell-based; NPY-Y1 expressing cells, potentiator/agonist activation; Neuropeptide Y receptor type 1 (Homo sapiens), P25929; AID 1304, 2008; 220,000 compounds, 0.37% hits; activation, % at 3.6 µM; in the data active means activation above about 33%, passing the limit was not always enough;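 further: cells stimulated with NPY at EC10 then isoproterenol at EC100; 0% = low agonist plus stimulus and 100% = saturating agonist plus stimulus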
* hit, by the source's call; . = not tested or not shown; & = joins results of further samples.

canonical_smiles	S1P4 agonist	CHOP inh	NPY-Y1 antag	zfTRPN1 agonist	S1P4 antagonist	NPY1 pot ag	EP2 modulator	TRPML3 ag	NPY-Y2 PAM-ag
OC(CN1C2=NCCN2c2ccccc21)c1ccc(Br)cc1 (configuration not stated)	-1.1	-4.8	12.6	-0.8	12.6	-48.0	-22.6	0.6	-20.4
CC1CCC2C(=O)N(c3ccc(NC4CCCCC4)c([N+](=O)[O-])c3)C(=O)C2C1 (configuration not stated)	-1.7	-7.4	2.2	0.6	-6.2	-51.0	-31.1	0.5	4.1
Cc1cc2ncn(C(=O)N3CCCC3)c2cc1C	0.1	28.2	3.8	-0.3	-7.5	-19.5	24.5	0.9	-3.5
O=C(O)c1ccc(CNC(=S)Nc2ccccc2)cc1	0.7	0.6	-3.2	1.8	-10.7	-12.0	33.5	1.0	1.8
Cc1occc1C(=O)Nc1ccc(OCc2ccccc2)cc1	3.4	26.4	-0.9	-0.4	-17.4	3.3	-55.3	-0.5	9.8
CCOC(=O)c1c(C)nc2ncccn12	-0.3	-1.2	-0.1	0.2	-14.8	6.2	9.0	0.8	2.9
Cn1c(SCc2ccccc2Cl)nnc1-c1cnccn1	-0.7	-37.8	-7.0	-1.5	-2.9	21.5	-5.6	0.3	13.2
COc1cccc(/C=N/N2C(=O)C3C4c5ccccc5C(c5ccccc54)C3C2=O)c1OC (configuration not stated)	13.4*	37.9	4.0	1.3	6.7	-12.0	27.7	0.2	-14.0
CCCC(=O)Nc1ccc(OCC(=O)OC)cc1	2.8	-3.2	1.7	1.0	-9.7	0.2	-2.4	0.1	-2.4
CCOC(=O)C1(CCc2ccccc2)CCN(Cc2ccc(OC)cc2)CC1	1.0	12.9	13.9	-0.7	-6.2	-18.0	18.3	0.3	-29.5
CCC(C)NC(=O)c1ccc(NC(=O)C2CCCO2)cc1 (configuration not stated)	-2.4	-11.7	9.6	0.9	-0.7	2.3	1.5	0.8	6.0
Cc1ccc(C(=O)CNc2cccc([N+](=O)[O-])c2)cc1	-1.2	17.5	-0.2	-0.2	7.7	17.3	7.5	0.9	-1.7
Cn1c(-c2ccccc2)cnc1SCC(N)=O	-0.5	8.0	1.7	0.9	0.1	11.0	6.4	0.3	10.0
COC(=O)[C@@]1(Cc2ccc(OC)cc2)[C@H]2c3cc(C(=O)N4CCCC4)n(CCN4CCNC4=O)c3C[C@H]2CN1C(=O)c1ccccc1	0.5	4.0	1.0	0.4	-8.3	-18.7	18.1	-0.1	7.9
CCCCN(CC)C(=O)/C=C/c1cccc([N+](=O)[O-])c1	-0.9	-7.2	1.1	-1.0	9.2	-15.5	3.3	-1.1	0.5
COC(=O)CCC(=O)Nc1nc(-c2ccccc2)cs1	-0.4	.	1.5	-1.1	-9.1	-2.7	.	0.1	-0.7
O=C(NN1C(=O)c2ccccc2C1=O)c1ccncc1	2.9	14.2	-2.4	1.5	-1.2	4.3	7.0	1.2	8.4
CCOC(=O)C1C(=O)C=C(c2ccc([N+](=O)[O-])cc2)CC1c1ccccc1 (configuration not stated)	-1.4	50.3	-0.9	-1.2	-3.3	12.0	48.6	-0.1	6.6
Cc1cccc(N(CC(=O)NC2CCCC2)C(=O)c2cc3cc4cccc(C)c4nc3s2)c1C	-0.8	-10.2	-1.8	0.0	-0.4	2.7	-5.7	0.5	-21.6
Cc1nc2ccc(F)cc2cc1C(=O)Nc1ccc(Cl)c(Cl)c1	2.7	42.4	5.8	0.3	-23.6	-3.1	22.6	0.6	-12.3
COc1ccc(/C=N/N2CCN(C)CC2)c(OC)c1OC	0.3	-8.2	-2.2	4.1	-11.9	3.5	-24.7	0.6	-5.2
Cc1cccc(-n2nnc(C(=O)NCc3ccccn3)c2N)c1	-0.1	19.8	-0.4	1.2	-6.3	-5.8	5.9	-0.7	8.0
C(=Nc1ccc(N2CCOCC2)cc1)c1c[nH]c2ccccc12	-0.4	-4.1	.	1.9	-1.4	-7.4	-54.8	0.0	6.3
Cc1ccc(NC(=O)CCc2ccc(S(=O)(=O)N3CCOCC3)cc2)c(C)c1	1.5	12.1	0.0	-0.8	-26.9	25.2	1.1	-0.4	5.5
CCCCN1C(=O)c2ccc(C(=O)NC3=NCCS3)cc2C1=O	1.4	-36.4	0.5	-0.5	1.1	6.7	-1.6	1.4	5.8
CS(=O)(=O)N(CC(=O)N1CCCC1)c1ccc2c(c1)OCCO2	-4.1	-4.2	-4.1	1.2	7.2	6.3	-15.2	0.9	-2.1
CC(C)CC(NS(=O)(=O)c1ccc2c(c1)oc(=O)n2C)C(=O)N1CC=C(c2ccccc2)CC1 (configuration not stated)	-2.6	24.9	3.5	-0.2	1.4	-8.3	-8.7	0.1	5.2
CCOC(=O)/C(C#N)=C1/C=C(C)c2ccccc2N1	2.9	9.8	1.6	-3.0	-11.0	-18.0	18.4	0.2	-1.5
COC(=O)c1cn(NC(=O)CCC2CCCC2)c(=O)c2ccccc12	2.1	24.8	-1.6	0.7	9.7	3.6	-10.1	0.5	-19.9
O=C(NNc1ccccn1)c1ccccc1CC[N+](=O)[O-]	-2.1	-35.7	-1.8	1.4	18.0	1.4	-31.5	0.7	7.8
COc1cccc(NC(=O)C(OC(=O)c2ccccc2NS(=O)(=O)c2cccs2)c2ccccc2)c1 (configuration not stated)	0.3	35.3	6.5	1.1	-13.7	12.8	0.1	0.0	15.2
COc1ccc(CN2CCOCC2)cc1	2.4	1.2	1.6	-0.5	-6.2	7.8	-0.8	1.2	9.0
Cc1ccc(C(=O)NCCc2cccs2)cc1	0.0	32.0	6.5	-0.5	2.1	-3.2	-19.8	-0.1	-3.0
COc1ccc(C(=O)NCCSCc2ccccc2C)cc1	-2.1	4.8	4.8	-2.0	-1.6	-7.0	-36.0	-0.7	-8.0
CCOC(=O)C(=Cc1ccc(Br)cc1)C(=O)OCC	0.6	105.3*	.	0.5	90.4*	-36.3	-40.1	-0.5	-70.5
Cc1cccc(-c2nnn(CC/C(N)=N/O)n2)c1	0.3	-13.2	0.6	0.5	-6.1	10.0	3.0	0.4	3.5
CCS(=O)(=O)NC(C)C(c1cccs1)N1CCN(c2ccc(OC)cc2)CC1 (configuration not stated)	-1.7	0.6	-6.0	-0.6	-16.7	20.6	-23.8	0.0	9.9
CN1CCN(c2nc3ccccc3nc2C(C#N)C(=O)OC2CCCCC2)CC1 (configuration not stated)	0.7	72.0*	5.5	-1.9	4.9	26.4	29.9	0.5	14.7
COc1ccc(N2CCN(C(=O)CCCSc3nc4ccccc4[nH]3)CC2)cc1	1.6	12.1	3.2	-0.7	-6.0	-0.9	-13.7	0.4	12.4
O=C(CCn1c(=O)oc2ccccc21)NCCCN1CCCC1=O	0.7	22.5	0.8	0.1	-2.4	-0.4	-11.9	-0.3	-2.5
O=C(CC1SC(=NCCc2ccccc2)N(/N=C/c2cccs2)C1=O)Nc1ccc(Cl)cc1 (configuration not stated)	-0.4	10.6	1.8	1.5	-8.4	-0.8	13.0	0.7	6.9
CCc1c(C)nc(SCC(=O)Nc2ccc(Br)cc2)[nH]c1=O	0.1	-15.0	0.5	1.2	-12.5	-2.2	-12.1	0.0	2.8
Cc1ccc(NC(=O)c2ccc(CSc3nnc(-c4ccncc4)n3C)cc2)c(C)c1	-3.0	-3.5	3.2	1.5	2.7	11.2	-0.9	-0.3	-12.6
CCCn1c(=O)c(Cc2ccccc2)c(O)c2ccccc21	0.1	8.4	-3.6	2.9	-8.7	8.9	33.9	1.1	1.0
Cc1ccc(S(=O)(=O)NCCC(=O)Nc2nnc(C3CC3)s2)cc1C	-0.3	19.0	6.7	0.9	-9.1	-11.6	-9.8	0.3	-10.6
Cc1cnc(C(=O)OCC(=O)Nc2ccc(Cl)cc2)cn1	-0.8	-11.0	1.0	1.3	1.4	9.8	22.9	0.7	10.8
CN(C1CCCCC1)S(=O)(=O)c1ccc2c(c1)c(=O)c(C(=O)NCCCN1CCCC1)cn2C	0.7	36.1	3.6	0.1	-13.2	-11.2	-3.5	0.8	-5.2
Cc1ccc(/C=C/c2nnc(-c3ccccc3)o2)cc1	0.9	-27.2	18.6	-0.7	3.3	-17.4	46.8	0.9	-10.7
CCn1c(SCc2ccccc2)nc2c(c1=O)SCC2	-1.2	9.1	6.6	-1.6	0.6	-7.2	41.2	-0.7	4.2
Cc1ccc(Cn2c(SCCN3CCCCC3)nc3c2c(=O)n(C)c(=O)n3C)cc1	0.5	21.6	1.7	0.2	-4.5	13.4	-0.7&-7.1	0.1	-3.6

Record cards, from the list above. Screens in order: S1P4 agonist, CHOP inh, NPY-Y1 antag, zfTRPN1 agonist, S1P4 antagonist, NPY1 pot ag, EP2 modulator, TRPML3 ag, NPY-Y2 PAM-ag
Profile of `Cc1ccc(/C=C/c2nnc(-c3ccccc3)o2)cc1` = 0.9, -27.2, 18.6, -0.7, 3.3, -17.4, 46.8, 0.9, -10.7
Profile of `CCn1c(SCc2ccccc2)nc2c(c1=O)SCC2` = -1.2, 9.1, 6.6, -1.6, 0.6, -7.2, 41.2, -0.7, 4.2

Rows are unselected. Share with any hit: about 6.5%.
